Bioassay records (PubChem)
PABP1 MLLE inh: inhibitors of microRNA-mediated deadenylation, human PABP1 MLLE binding | P11940 | actives 0.36% (n = 360,000) | AID 588489 | GST-MLLE / FITC-PAM2 fluorescence polarization | inhibition, % at 20 µM; in the data active means inhibition above about 35%, passing the limit was not always enough;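 further: plate controls were DMSO wells with GST-MLLE for no effect and wells lacking GST-MLLE protein for full effect; some results filed as inactive read as strong as hits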
DNMT1 block: inhibitors of human DNMT1 | P26358 | DNMT1 molecular beacon, Hinp1I cleavage, fluorescence | inhibition (reported as % activation of signal), % at 10 µM | actives 0.83% (n = 360,000) | AID 588458; in the data active means inhibition above about 50%
NadD block: blocks S. aureus nicotinate mononucleotide adenylyltransferase; inhibition, % at 20 µM; purified NadD enzyme, colorimetric absorbance read-out; actives 0.78% (n = 360,000); in the data active means inhibition above about 26%; further: some compounds past the cut are filed as inactive
SUMO1 PPI mod: SUMO1-SIM interaction modulation | actives 0.33% (n = 360,000) | SUMO1 binding to a labelled peptide, TR-FRET, 1 h | P63165 | AID 602429 | inhibition, % at 20 µM; in the data active means inhibition above about 37%
Target sequence (P63165 whole entry, looked up): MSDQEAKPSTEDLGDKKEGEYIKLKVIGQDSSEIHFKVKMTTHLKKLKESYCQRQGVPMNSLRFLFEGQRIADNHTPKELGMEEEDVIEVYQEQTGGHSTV
LMPTP block: LMPTP (human) inhibition; recombinant LMPTP-A, OMFP fluorogenic substrate, fluorescence intensity; inhibition, % at 20 µM; actives 0.22% (n = 360,000);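 active means compounds that cut the enzyme signal by at least half of the control window in the single-dose screen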;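 further: plate controls were DMSO wells with enzyme plus substrate for no effect and substrate without enzyme for full effect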
Target sequence (P24666 whole entry, looked up): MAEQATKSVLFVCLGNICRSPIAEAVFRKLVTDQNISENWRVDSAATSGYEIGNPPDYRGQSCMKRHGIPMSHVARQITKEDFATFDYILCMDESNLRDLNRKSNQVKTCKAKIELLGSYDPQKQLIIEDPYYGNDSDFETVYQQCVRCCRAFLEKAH
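Buffer or medium: Bis-Tris pH 6.0, DTT, detergent; Assay system: LMPTP-A enzyme; Quantity: 0.625 nM enzyme; Detection: endpoint fluorescence intensity; Times: 50 min dark incubation at room temperature; Controls: substrate-only low control, DMSO enzyme-plus-substrate high control; Doses: single 20 µM dose; Read-out: percent inhibition versus substrate-only and uninhibited controls; Reagent: 400 µM OMFP.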
Scp1 inh: blocks human Scp-1 phosphatase activity | inhibition, % at 20 µM | Q9GZU7 | Recombinant Scp1, phosphopeptide, malachite green phosphate absorbance | actives 0.88% (n = 340,000);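 active means inhibition above about 50% at 20 µM, limit read from the data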;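 further: plate controls were DMSO wells with enzyme for no effect and wells lacking enzyme for full effect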
Target sequence (Q9GZU7 76-261 limits assumed): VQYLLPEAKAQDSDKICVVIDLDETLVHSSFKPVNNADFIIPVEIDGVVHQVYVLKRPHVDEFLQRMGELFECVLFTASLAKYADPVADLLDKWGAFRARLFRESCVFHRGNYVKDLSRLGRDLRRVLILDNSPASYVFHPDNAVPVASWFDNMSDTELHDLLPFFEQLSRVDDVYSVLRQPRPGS
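Test system: SCP-1 phosphatase catalytic domain, residues 76-261; measured by: colorimetric phosphate reagent with accelerator and stabiliser, absorbance at 630 nm; timing: enzyme reaction 45 min at room temperature, colour 5 min, stabilisation 30 min; also added: Phosphorylated 17-residue peptide substrate; compound dosing: one concentration, 20 µM, with 1.0% DMSO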
STEP inh: blocks human striatal-enriched tyrosine phosphatase; inhibition, % at 20 µM; recombinant STEP, OMFP fluorogenic substrate, fluorescence; actives 0.25% (n = 360,000); P54829;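 active means inhibition at 20 µM, scaled per plate between control wells, above about 37%, limit read from the data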;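 further: 0% = DMSO with enzyme and substrate and 100% = substrate only without enzyme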
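System: isolated STEP enzyme; schedule: 20 min enzyme reaction at room temperature, protected from light; medium: Bis-Tris buffer pH 6.0, 2.5 mM DTT, 0.005% Tween 20; signal: fluorescence, 480/540 nm; dosing: single compound dose of 20 µM, 1% DMSO final; also added: OMFP substrate, 25 µM final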
CSN inh: CSN deneddylation inhibition; Q92905; actives 0.38% (n = 360,000); AID 651999; inhibition, % at 12.5 µM; Purified CSN, SCF-Nedd8-OG deneddylation, fluorescence polarization;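 active means pattern-corrected inhibition above about 35%, with an unprinted fluorescence ratio check between 0.5 and 1.5, limit read from the data, passing the limit was not always enough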;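 further: 0% = enzyme with substrate and 100% = substrate without enzyme; some results filed as inactive read as strong as hits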
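Test system: Human Csn5 produced in HEK293T cells | Compound: 12.5 µM single point | Times: 90 min, room temperature | Signal: Fluorescence polarization readout | Read-out basis: % inhibition of substrate cleavage by Csn5 | Controls: no-enzyme wells high, enzyme-with-substrate wells low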
Rpn11 inh: Rpn11 (human) deubiquitinase inhibition; calls only at 20 µM; human 26S proteasome, Ub4-pepOG fluorescence polarization; 20S core pre-blocked with epoxomicin; actives 0.59% (n = 360,000); O00487;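 active means inhibition at 20 µM, scaled to each plate's controls, above about 33%, limit read from the data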
Target sequence (O00487 whole entry, looked up): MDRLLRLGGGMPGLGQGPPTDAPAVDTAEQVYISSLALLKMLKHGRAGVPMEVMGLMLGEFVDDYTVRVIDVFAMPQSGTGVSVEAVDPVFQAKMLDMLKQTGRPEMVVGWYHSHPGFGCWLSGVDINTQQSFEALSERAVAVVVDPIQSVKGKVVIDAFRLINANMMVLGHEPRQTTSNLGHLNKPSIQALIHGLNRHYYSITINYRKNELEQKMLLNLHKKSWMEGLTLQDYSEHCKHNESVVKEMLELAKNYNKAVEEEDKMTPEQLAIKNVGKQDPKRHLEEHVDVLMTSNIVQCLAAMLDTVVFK
TbMetRS inhib: blocks T. brucei methionyl-tRNA synthetase activity; AID 624268; actives 0.4% (n = 360,000); purified T. brucei MetRS, ATP depletion, Kinase-Glo luminescence; inhibition, % at 11.9 µM;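 active means inhibition above a per-plate cutoff of the control wells' mean inhibition plus 3 SD, cut at about 5.5% in these data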;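 further: 0% = DMSO wells median and 100% = median of wells with control inhibitor compound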
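Assay system: T. brucei methionyl-tRNA synthetase, purified | Medium: HEPES buffer with MgCl2, KCl, DTT, spermine, BSA, pyrophosphatase | Compound: 11.9 µM single point | Incubation: 15 min enzyme-compound preincubation, 2 h reaction, 10 min detection, 25 °C | Measured by: Kinase-Glo luciferase luminescence reporting remaining unconsumed ATP | Measure: % inhibition normalized to control-well medians | Replication: Singlicate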
Active calls of the source: *; i = inactive; · = not tested or not shown.

smiles	PABP1 MLLE inh	DNMT1 block	NadD block	SUMO1 PPI mod	LMPTP block	Scp1 inh	STEP inh	CSN inh	Rpn11 inh	TbMetRS inhib
COc1cc2c(cc1OC)CN(S(C)(=O)=O)CC2	9	10	-6	-2	-2.1	-7	-2	4	i	0.1
C[C@@H](C(=O)NCCc1ccccc1)N1C(=O)N2CCc3c([nH]c4ccccc34)[C@@]2(C)C1=O	3	-6	-2	-4	-0.8	-4	2	2	i	0.3
O=C(NC1(N2CCOCC2)CC1)c1ccc(Cl)cc1	-1	0	-9	-1	-0.7	-11	0	0	i	-0.9
Cc1nc(N2CCN(c3ccccn3)CC2)c2c(C)c(C(=O)N3CCN(c4cccc(Cl)c4)CC3)sc2n1	0	-7	15	-86	6.2	-1	4	1	i	-0.6
Cc1ccc2c(c1)CCCN2CC(=O)N(C)c1c(N)n(Cc2ccccc2)c(=O)[nH]c1=O	101	6	13	-23	-0.4	-5	-14	-71	i	-0.5
CC[C@H](C)[C@@H](N)C(=O)NC[C@H]1O[C@@H](n2cnc3c(=O)[nH]c(N)nc32)[C@H](O)[C@@H]1O	-5	9	3	-3	-1.2	·	11	5	i	0.4
CCC(C)Sc1nnc(-c2c[nH]c3ccccc23)n1CCOC (centres undefined)	-18	-6	5	3	-0.6	-1	1	1	i	1.6
O=C(NCCCN1CCOCC1)c1cccc(S(=O)(=O)Nc2cc(Cl)ccc2Cl)c1	3	0	-4	0	-1.9	-6	-5	-3	i	0.0
O=C(CCn1c(=S)[nH]c2cc3c(cc2c1=O)OCO3)NCc1ccc(Cl)cc1	-62	15	-1	-8	3.7	-10	4	0	i	-0.4
O=C(NCc1ccccc1)C(c1ccccc1)n1c(=O)c(-c2ccco2)nc2ccccc21 (centres undefined)	·	·	·	-4	4.6	·	·	10	·	0.6
C=CC(=O)N1CCCC(Nc2nc(Nc3ccc(N(C)C(=O)CC)cc3C)nc3nc[nH]c23)C1 (centres undefined)	-6	3	6	24	45	-11	1	-4	i	-0.1
CC(=O)c1ccc(-c2cnc3c(NC=O)cc(-c4cccc(NS(C)(=O)=O)c4)cn23)cc1	0	-7	3	-16	3.6	·	-1	-2	i	-0.3
Cc1ccc(CNC(=O)c2cccc3c2C(=O)c2ccc(N4CCOCC4)cc2S3(=O)=O)cc1	-31	3	-1	-17	-2.0	-6	0	3	i	-0.1
COc1ccc(C(=O)CSc2nc(=O)n3ccc(C)cc3n2)cc1	-1	6	8	1	5.4	·	1	0	i	0.2
C=CCN1C(=O)C(CC(=O)O)SC1=Nc1cccc([N+](=O)[O-])c1 (centres undefined)	13	2	-1	-11	-0.5	-2	-4	-2	i	-0.1
O=S(=O)(c1cc(Cl)ccc1Cl)N1CCN(c2ccccn2)CC1	4	-2	-5	6	0.9	-5	3	8	i	-0.8
O=C(CN1C2=NCCCN2c2ccccc21)c1ccc2c(c1)OCO2	-4	0	0	2	0.9	-5	0	1	i	0.8
Cc1ccccc1CNC(=O)Nc1ccc(Cl)cc1	15	-1	-4	0	-1.5	-2	1	6	i	-1.0
COc1ccc(CCN(C)c2ccc(S(=O)(=O)N3CCCC3)cc2[N+](=O)[O-])cc1OC	8	5	-6	-21	1.6	-2	1	-14	i	-0.6
COc1cccc(CNC(=O)CCC2CCCN(C(=O)CCC(F)(F)F)C2)c1 (centres undefined)	-3	0	-4	2	-2.0	-4	-2	-1	i	-1.0
CCn1c(=O)cc(SCC(=O)N2CCOCC2)c2ccccc21	-3	2	0	-3	-1.0	-6	0	3	i	0.0
CCOc1ccccc1NC(=O)c1cc(=O)c2ccccc2o1	3	-1	2	-23	0.6	0	3	1	i	-0.3
CCOc1ccc(C(=O)N/N=C/c2cccc3cccnc23)cc1	1	1	3	-19	-0.2	6	-1	2	i	0.7
CC1CCN(S(=O)C23CC4CC(CC(C4)C2)C3)CC1 (centres undefined)	-10	4	3	3	-0.3	9	0	-15	i	-1.1
CCN(C[C@H]1N[C@@](C)(C(=O)OC)[C@H]2C(=O)N(C)C(=O)[C@@H]12)C(=O)c1ccc(F)cc1	10	10	0	12	-1.1	-12	-1	0	i	0.4
FC(F)(F)c1ccccc1NC(=S)N1CCN(Cc2ccc3c(c2)OCO3)CC1	-35	-1	3	1	0.0	-3	0	4	i	0.7
CC1(C(=O)NCCc2ccccc2)Cc2c(-c3cccc(C(N)=O)c3)ccnc2O1 (centres undefined)	8	2	-5	-2	-0.6	·	-3	4	i	0.0
COCC(=O)N(C)[C@H]1C[C@H]2c3cc(N4CCN(C)CC4)ccc3CCN2C(=O)[C@H]1[C@H](C)O	-10	3	-5	-1	-3.9	4	-4	0	i	-1.1
Cc1ccc(S(=O)(=O)NC2CCCCC2)c2nsnc12	-7	2	3	-21	-2.4	-7	4	1	i	-0.3
CC(CNC(=O)CC[C@H]1O[C@@H](n2ccc(=O)[nH]c2=O)[C@H](O)[C@@H]1O)c1ccccc1 (some centres undefined)	10	-1	1	2	-1.7	·	-1	-6	i	-0.5
O=C(CC1NCCNC1=O)Nc1ccc2c(c1)OCO2 (centres undefined)	-1	-10	2	-1	-3.7	-4	-2	-1	i	0.7
O=C(CNC(=O)c1ccc(Br)cc1)N=Nc1c(O)[nH]c2ccc([N+](=O)[O-])cc12	1	12	13	-5	-1.1	1	3	4	i	-0.9
O=C(Nc1ccc(F)cc1)c1ccc(-n2ccnc2)nc1	4	-1	-4	-2	-1.0	-10	1	-4	i	0.2
COc1cc(C(=O)Nc2scc(-c3ccc(Br)cc3)c2C(=O)O)cc(OC)c1OC	8	1	7	18	1.6	-1	20	3	i	-0.8
Cc1cc(C(=O)NC2CC(C)(C)Cc3c2cnn3-c2ccccc2)n(C)n1 (centres undefined)	1	0	-7	1	-1.2	-5	-3	1	i	0.0
Cc1cc(C)n(CC(=O)N/N=C/c2cccc([N+](=O)[O-])c2)n1	-10	-2	8	-21	-0.3	-1	-2	-3	i	-0.8
CS(=O)(=O)N(CC(=O)NC1CCCCC1)Cc1ccc(F)cc1	2	2	4	0	0.4	3	-2	-7	i	-0.8
O=C1OC(Cc2ccccn2)C(O)=C1C1=NCCCCN1 (centres undefined)	-3	7	1	16	0.6	2	-2	3	i	-1.0
Cc1ccc(Cn2nnc3c(=O)n(CC(=O)NCc4ccc5c(c4)OCO5)cnc32)cc1	-2	2	-2	8	-0.8	-4	6	-1	i	-0.7
COc1ccc(S(=O)(=O)N2CCc3ccccc32)cc1C(=O)Nc1cc(S(C)(=O)=O)ccc1Cl	-6	47	5	9	0.0	1	-2	-3	i	0.0

Complete entries, quoted from the list:
Record of Cc1ccc(Cn2nnc3c(=O)n(CC(=O)NCc4ccc5c(c4)OCO5)cnc32)cc1 → PABP1 MLLE inh = -2; DNMT1 block = 2; NadD block = -2; SUMO1 PPI mod = 8; LMPTP block = -0.8; Scp1 inh = -4; STEP inh = 6; CSN inh = -1; Rpn11 inh = i; TbMetRS inhib = -0.7
Record of CC1(C(=O)NCCc2ccccc2)Cc2c(-c3cccc(C(N)=O)c3)ccnc2O1 (centres undefined) → PABP1 MLLE inh = 8; DNMT1 block = 2; NadD block = -5; SUMO1 PPI mod = -2; LMPTP block = -0.6; Scp1 inh = ·; STEP inh = -3; CSN inh = 4; Rpn11 inh = i; TbMetRS inhib = 0.0

Next part.
smiles	PABP1 MLLE inh	DNMT1 block	NadD block	SUMO1 PPI mod	LMPTP block	Scp1 inh	STEP inh	CSN inh	Rpn11 inh	TbMetRS inhib
CC1CCN(C(=O)c2ccc(S(=O)(=O)N(C)C)cc2)C(C)C1 (centres undefined)	0	0	-5	-6	-0.9	-4	-5	3	i	-0.7
S=C(Nc1cccc(Cl)c1Cl)Nn1cnnc1	25	-1	4	1	1.8	-6	-1	1	i	-0.1
Cc1ccc(S(=O)(=O)NC(=O)COc2ccccc2)cc1	5	9	-3	2	0.1	2	-2	1	i	-0.4
CCN(CC)CCNC(=O)c1cc(-c2cccnc2)nc2ccc(S(=O)(=O)N3CCC(C)CC3)cc12	-7	1	-3	-24	1.6	-2	2	0	i	-0.2
CN(C)S(=O)(=O)c1ccc(-n2cccc2)cc1	0	-7	4	-1	0.8	-10	0	1	i	-0.2
COc1cc(NC(=O)Cn2c(=O)n(CC3CCCO3)c(=O)c3ccccc32)cc(OC)c1 (centres undefined)	4	-1	-6	-1	-2.2	-3	-1	2	i	-0.6
Cc1sc[n+](CC(=O)c2ccc(Br)cc2)c1C	8	-3	-9	4	-2.1	-3	-2	2	i	-0.2
C/C(=N\NS(=O)(=O)c1ccc(Cl)c([N+](=O)[O-])c1)c1cc2ccccc2o1	-2	8	2	-4	60*	-13	-2	1	i	1.7
Cc1ccccc1S(=O)(=O)N(C)C[C@H]1OCc2cn(nn2)CCCC(=O)N([C@@H](C)CO)C[C@@H]1C	19	1	2	0	-0.4	·	-5	6	i	-0.2
C[C@H]1CCC2[C@](C)(CO)[C@@H](O)CC[C@]2(C)[C@@]12CCC(CO)(CCO)O2 (some centres undefined)	0	-1	-4	1	-1.1	-6	0	3	i	-0.8
CC(C)=Cc1oc2ccc([N+](=O)[O-])cc2c1N1CCOCC1	1	3	-5	-1	2.2	-15	2	-7	i	0.0
Cc1cc(C[n+]2ccccc2)c2nsnc2c1	12	4	-1	-8	-2.1	-8	-4	-4	i	0.1
O=C(c1ccc(F)cc1)c1ccc(-c2ccc(F)cc2)nc1	9	0	-4	-50	0.3	-13	2	-5	i	-1.2
Cc1c(NS(=O)(=O)c2ccc(NCC3CCCO3)c([N+](=O)[O-])c2)c(=O)n(-c2ccccc2)n1C (centres undefined)	10	1	-4	-38	-1.9	0	-1	-5	i	-0.4
Cc1cccc(S(=O)(=O)NC(=O)C2(C)CCN2C(=O)c2ccccc2)c1 (centres undefined)	3	0	2	2	-0.9	·	-2	4	i	0.6
CCOCCOC(=O)COC(=O)c1ccccc1NC(=O)c1ccccc1	0	11	-8	0	-0.9	-8	-2	9	i	-0.7
Cc1ccc(-c2nc(CN3CCCCC3c3cccc(F)c3)c(C)o2)o1 (centres undefined)	-40	-1	7	-3	-1.3	-1	4	9	i	-0.5
CCOC(=O)Cn1c2ccc(F)cc2c2nc(C)sc21	4	0	-1	0	0.5	0	1	2	i	-0.2

Rows are unselected; any-hit rate near 3.6%.
